Epigenetic reg = epigenetic control regulation, reporter derepression. murine LDR cells, GFP reporter derepression, 30 h. Potency, µM (titrated, usually from 53.9 µM), inactives show top-dose GFP activation, actives largely listed as activators. hit rate 0.2% among 280,000. AID 1865; also: % of control where 0% means no effect; nearly all actives have a fitted effect of over 60% in size
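Murine LDR cells carrying a silenced, genomically integrated CMV-driven GFP reporter were exposed to compound for 30 hours at 37 C. After PBS washes, GFP-positive cells (20–120 um objects) were counted by laser-scanning microplate cytometry.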
GAA inhib = alpha-glucosidase (human) inhibition. purified human GAA, 4-MU-alpha-glucoside fluorescence. P10253. hit rate 0.005% among 200,000. AID 1466. Potency, µM (series often up to 76.9 µM), without a hit: top-dose activity change, negative = inhibition, hits mostly inhibitors;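 also: plate controls were uninhibited enzyme wells for no effect and no-enzyme background for full effect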
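AC50 values come from Hill fits of compound titrations (up to 77 uM) against 4 nM human enzyme. Substrate 4-methylumbelliferyl-alpha-D-pyranoside at 400 uM, pH 5.0 citrate buffer, 20 min room temperature; fluorescence Ex 365/Em 440 after alkaline stop.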
aGal spleen mod = alpha-galactosidase A (human) modulation; Potency, µM (highest dose often 80 µM), inactives show at the highest dose activity change, negative = inhibition, most hits filed as inhibitors; P06280; hit rate 0.008% among 240,000; human spleen homogenate, 4MU-alpha-Gal fluorescence, 40 min; AID 2107;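 also: 0% = enzyme with vehicle and -100% = no enzyme basal signal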
Target sequence (P06280 32-429 limits assumed): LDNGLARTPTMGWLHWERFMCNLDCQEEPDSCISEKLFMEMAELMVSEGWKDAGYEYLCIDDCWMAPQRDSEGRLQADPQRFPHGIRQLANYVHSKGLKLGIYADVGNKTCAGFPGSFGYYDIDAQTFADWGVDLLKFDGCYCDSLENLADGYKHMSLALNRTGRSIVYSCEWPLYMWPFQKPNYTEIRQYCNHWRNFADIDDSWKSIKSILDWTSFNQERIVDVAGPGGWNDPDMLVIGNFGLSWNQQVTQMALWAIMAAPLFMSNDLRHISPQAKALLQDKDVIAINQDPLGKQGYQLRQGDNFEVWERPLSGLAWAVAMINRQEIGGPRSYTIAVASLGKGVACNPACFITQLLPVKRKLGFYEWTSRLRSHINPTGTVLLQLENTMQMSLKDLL
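Human spleen homogenate (1 ug) as enzyme source, 4-methylumbelliferyl-alpha-D-galactopyranoside 1 mM final, citrate/phosphate pH 5.0 with 0.01% Tween-20. Compounds 40 min at 37C, NaOH/glycine stop; fluorescence Ex 365/Em 440, Hill-fit AC50.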
NPSR antagonist = neuropeptide S receptor (human) antagonism, cAMP; Q6W5P4; CHO-NPSR cells, cAMP TR-FRET, antagonist mode; Potency, µM (top dose mostly 38.3 µM), without a hit: at the highest dose activity change, negative = inhibition, hits mostly inhibitors; hit rate 1% among 220,000; also: % is scaled to controls: 0 for no effect and ±100 for the full control effect; nearly all actives have a fitted effect of over 50% in size; many of its hits are not listed in these tables
Target sequence (Q6W5P4 whole entry, looked up): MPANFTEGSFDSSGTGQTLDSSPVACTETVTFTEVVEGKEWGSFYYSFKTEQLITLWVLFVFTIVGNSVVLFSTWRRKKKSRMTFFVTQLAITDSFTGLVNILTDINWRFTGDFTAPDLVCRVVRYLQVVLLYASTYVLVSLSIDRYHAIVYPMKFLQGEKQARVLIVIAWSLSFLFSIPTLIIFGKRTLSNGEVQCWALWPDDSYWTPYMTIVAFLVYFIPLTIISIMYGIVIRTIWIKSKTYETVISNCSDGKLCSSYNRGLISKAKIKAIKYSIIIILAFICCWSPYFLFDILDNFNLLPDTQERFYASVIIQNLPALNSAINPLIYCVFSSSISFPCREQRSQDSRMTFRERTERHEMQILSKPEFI
GAA spleen mod = lysosomal alpha-glucosidase (human) modulation; AID 2112; Potency, µM (series often up to 79.9 µM), without a hit: at the top dose activity change, negative = inhibition, usual class: inhibitors; hit rate 0.006% among 240,000; human spleen homogenate, 4-MU-alpha-glucoside fluorescence; P10253;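 also: 0% = enzyme with vehicle and -100% = no enzyme basal signal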
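Human spleen homogenate (1 ug) incubated with compounds and 1 mM 4-methylumbelliferyl-alpha-D-glucopyranoside in pH 5.0 citrate/phosphate buffer, 37 C, 40 min. Stopped at pH 10; 4-MU fluorescence (Ex 365/Em 440 nm); AC50 by Hill fit.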
ALDH1A1 inh = ALDH1A1 (human) enzyme inhibition. hit rate 7.3% among 220,000. Purified ALDH1A1, NADH fluorescence, propionaldehyde substrate. P00352. AID 1030. Potency, µM (top dose mostly 75.3 µM), for inactives: top-dose activity, negative = inhibition, usual class: inhibitors; active = well fitted inhibition curve with a large enough effect, not every such curve was filed as active; inconclusive = small, poorly fitted or top-dose-only effect, or another doubt; inactive = no such curve, though single readings can be large or run the other way;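 also: plate controls were no enzyme wells and a reference inhibitor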
Tau fluor cs = counter-screen for tau fibril formation inhibitors | hit rate 0.93% among 280,000 | tau K18 P301L (four-repeat tau fragment) Alexa594 fluorescence, heparin fibrillization | Potency, µM (titrated, usually from 57.7 µM), inactives show at the top dose activity change, negative = decrease; also: % is scaled to controls: 0 for no effect and ±100 for the full control effect; nearly all actives have a fitted effect of over 55% in size
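Human K18 P301L tau (15 uM unlabeled plus 0.24 uM Alexa 594-labeled, final) in 100 mM sodium acetate pH 7 was mixed with compound and 20 uM heparin and incubated 6 hr at 37 C.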
GAA glycogen mod = GAA glycogen-cleavage inhibition or activation | recombinant GAA, glycogen substrate, Amplex Red glucose oxidase fluorescence | Potency, µM (titrated, usually from 76.4 µM), inactives show at the top dose activity change, negative = inhibition, usual class: inhibitors | hit rate 0.38% among 300,000 | AID 2100;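 also: 0% = full enzyme reaction and -100% = no-enzyme basal signal; the screen sought inhibitors and activators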
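Recombinant human alpha-glucosidase (4 nM final) hydrolysed bovine liver glycogen (30 ug) for 40 min at 37 C in pH 5.0 citrate/phosphate with 0.01% Tween-20. Released glucose detected by glucose oxidase/Amplex Red, Ex 573/Em 610 nm. Compounds up to 77 uM; AC50 from Hill fits.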
* marks the source's active call; other numbers are inactive results; ? = inconclusive; · = not tested or not shown; [ ] = dose if it differs, or a comment. Unless noted, calls follow the shape of the dose curve; as a rule, active = well fitted curve in the direction sought with a large enough effect; inconclusive = small, poorly fitted or top-dose-only effect, or another doubt; inactive = no such curve, though single readings can be large; an effect the other way counts as inactive or inconclusive. Potency is read from the fitted curve at half-maximal effect. Only part of the results is shown; the hit share may differ from the screen's.

Molecule	Epigenetic reg	GAA inhib	aGal spleen mod	NPSR antagonist	GAA spleen mod	ALDH1A1 inh	Tau fluor cs	GAA glycogen mod
Cc1c(C(=O)N2CCN(c3ncccn3)CC2)sc2nc3n(c(=O)c12)CCCC3	-0.7%	2%	-7%	-13%[46.1 µM]	-8%	-10%	1%	4%
Cn1c(=O)c([N+](=O)[O-])c(-n2ccnc2)c2ccccc21	?	0%	3%	-23%	·	?	-19%	-14%
CCOc1ccc2c(c1)C(N(CCN1CCOCC1)C(=S)Nc1ccccc1OC)CC(C)(C)O2 (configuration not stated)	-2.9%	-13%	-8%	-31%	-2%	3%	-4%	4%
Cc1cc(C(=O)O)c(=O)[nH]c1C	2.9%	?	2%	9%[46.1 µM]	-7%	2%	-1%	12%
O=C(NNC(=O)c1sccc1-n1cccc1)c1ccc(F)cc1	-0.5%	-2%	-3%	0%	-19%	-3%	3%	?
COc1cccc2cc(C(N)=O)oc12	1.1%	4%	5%	16%	-2%	?	2%	1%
NC(=O)C(=O)NN=C1CCC(c2ccccc2)CC1 (configuration not stated)	-1.2%	-1%	3%	7%	4%	9%	8%	-13%
O=C(N/N=C/c1c[nH]c2ccccc12)c1ccc2c(c1)OCCO2	3.7%	3%[15.4 µM]	-5%	24%	6%	?	?	-6%
CCC(C)(C)n1nnnc1C(c1ccccc1)N1CCN(Cc2ccccc2)CC1 (configuration not stated)	4.4%	-2%	6%	6%	0%	1%	-14%	-4%
Cc1ccc(S(=O)(=O)NC(=O)NC(=O)N(C)S(=O)(=O)c2ccc(C)cc2)cc1	-5.0%	-5%	-16%	12%	2%	18%	7%	3%
CC(CC(=O)NCc1cccnc1)c1ccccc1 (configuration not stated)	-0.8%	-3%	3%	-10%[46.1 µM]	-19%	3%	7%	8%
CCOc1ccc(CC2CC(=O)NC2=O)cc1 (configuration not stated)	-0.4%	-13%	4%	-9%[46.1 µM]	0%	-6%	9%	12%
Cc1ccc(C(=O)Nc2sc(C)c(-c3ccccc3)c2C(N)=O)cc1[N+](=O)[O-]	0.0%	-7%	-9%	-10%[46.1 µM]	-2%	10µM*	-19%	-2%
CCC(C(=O)Nc1ccc(OC)c(Cl)c1)c1ccccc1 (configuration not stated)	1.8%	4%	-7%	12%	-1%	-14%	?	13%
O=C(c1ccco1)N1CCN(C(=O)C2CCN(S(=O)(=O)c3cnc[nH]3)CC2)CC1	0.0%	0%	3%	6%[46.1 µM]	-3%	-14%	3%	1%
O=C(Nc1ccc(Cl)cc1)Nc1ccccc1C(=O)O	-3.8%	?	-10%	8%	0%	?	2%	12%
Clc1cccc(CN2COc3c(cc(Cl)c4cccnc34)C2)c1	1.1%	?	4%	-35%	-3%	0%	-18%	3%
CC(C)N1CCN(Cc2cccs2)CC1CCO (configuration not stated)	5.4%	6%	-1%	-12%	-1%	-18%	-16%	6%
CCC1(c2ccccc2)NC(=O)N(Cc2ccc(C(=O)OC)cc2)C1=O (configuration not stated)	0.0%	2%	-3%	-6%[46.1 µM]	2%	-2%	-3%	-9%
COC(=O)c1cc(Cl)c(NC(=O)c2ccc(C(C)(C)C)cc2)cc1OC	-1.1%	-3%	1%	-1%[46.1 µM]	-1%	?	-10%	1%
O=c1[nH]nc(N/N=C/c2ccc(Cl)cc2Cl)c(=O)[nH]1	0.1%	·	3%	13%	2%	·	1%	-1%
Nc1ncn(C2OC(CO)C(O)C2O)c(=O)n1 (configuration not stated)	?	·	-8%	·	-6%	14%	-4%	·
COc1ccc(NC(=O)/C(C#N)=C\c2cc(C)n(-c3ccc4c(c3)OCO4)c2C)cc1	?	-1%	-4%	2%	-10%	-3%	-27%	12%
CS(=O)(=O)c1ccccc1-c1nnc(-c2ccc(Cl)cc2)o1	-5.4%	-2%	0%	3%	-7%	?	-6%	6%
O=C(c1ccco1)N1CCN(c2nc(-c3ccc(F)cc3)cs2)CC1	-1.2%	-6%	9%	-15%[46.1 µM]	7%	?	-22%	4%
COCCN(C(=S)Nc1cccc(OC)c1)C(C)c1cccs1 (configuration not stated)	6.6%	4%	0%	-15%[46.1 µM]	3%	?	-25%	-9%
CC1=CC(C)(C)N(C(=O)CSc2nnc(N)s2)c2c(C)cc(C)cc21	-1.1%	-4%	2%	-14%[46.1 µM]	-9%	?	-6%	2%
Cc1noc(C)c1S(=O)(=O)N(CC(=O)Nc1ccc2c(c1)OCO2)c1ccc(C(C)C)cc1	-0.2%	?	1%	-29%[46.1 µM]	1%	-7%	?	-27%
Cc1cc(C)c(C)c(S(=O)(=O)NCc2cccnc2)c1C	0.0%	-2%	-10%	5%[46.1 µM]	-4%	0%	0%	3%
Cc1c(N=Cc2nc3ccccc3n2C)c(=O)n(-c2ccccc2)n1C	1.3%	2%	5%	1%[46.1 µM]	-1%	7%	1%	11µM*
NC(=O)c1ccc(OCC(F)(F)F)nc1	1.4%	2%	0%	-22%	-1%	1%	2%	-7%
COc1ccc(-c2nc(NC(=O)CSCCO)sc2C)cc1	-4.1%	0%	6%	10%	-4%	-12%	-18%	2%
O=C(Nc1ccccc1)Nc1snnc1C(=O)Nc1cccc(O)c1	-1.9%	-14%	4%	-10%	-3%	-5%	-26%	3%
Cc1nn(-c2ccc3ccccc3c2)c(=O)c2ccccc12	-1.1%	?	-1%	41%	-1%	20µM*	-24%	10%
Cc1ccc(NC(=O)NCC(c2cccnc2)N2CCOCC2)cc1 (configuration not stated)	1.8%	8%	1%	-5%[46.1 µM]	-1%	-7%	3%	-15%
Clc1cccc(Cl)c1CSc1cc2c(nn1)-c1ccccc1CC2	2.1%	-6%	-3%	-3%[46.1 µM]	-8%	-7%	-1%	-4%
CC(C)CNC(=O)NC(=O)COc1ccc(C=O)cc1	-0.9%	-3%	-12%	-15%[46.1 µM]	-2%	?	1%	6%
Cc1ccnc(NC(=O)COc2ccc(Cl)cc2)n1	-1.9%	·	6%	10%	-1%	·	6%	2%
CCOC(=O)N1CCC(NC(=O)Cn2ncc3c2-c2cc(C)ccc2OC3)CC1	-12%	-3%	-2%	-11%[46.1 µM]	-3%	-1%	-4%	4%
COc1ccc(Cc2nnc(NC(=O)c3cccs3)s2)cc1OC	0.0%	-6%	3%	2%	-12%	-6%	-4%	5%
CC(C)OC(=O)CCC(=O)Nc1nc2ccccc2s1	?	-2%	4%	-7%[46.1 µM]	3%	5%	0%	-20%
C/C(CCC(=O)OC[C@@H]1O[C@H](C#Cc2ccccc2)C=C[C@@H]1Oc1ccc(C)cc1)=N/OC[C@@H](C)[C@H](OCc1ccccc1)C(C)C	2.0%[10.1 µM]	·	-4%[17.5 µM]	·	2%[17.4 µM]	-1%[13.5 µM]	-4%[11.6 µM]	·
Nc1nc2c(Cl)ccc(Cl)c2s1	-5.2%	-10%	-5%	5%	-15%	-1%	-11%	3%
COCCNC(=O)C(c1ccco1)N(Cc1ccc(OC)cc1)C(=O)Cn1nnc2ccccc21 (configuration not stated)	-0.3%	-3%	5%	-13%[46.1 µM]	2%	-14%	0%	-20%
Cc1nn(-c2ccccc2)nc1C(=O)NN	1.1%	-2%	11%	-9%	5%	-14%	-8%	-15%

The list goes on (2 carried over from the part before).
Molecule	Epigenetic reg	GAA inhib	aGal spleen mod	NPSR antagonist	GAA spleen mod	ALDH1A1 inh	Tau fluor cs	GAA glycogen mod
COCCNC(=O)C(c1ccco1)N(Cc1ccc(OC)cc1)C(=O)Cn1nnc2ccccc21 (configuration not stated)	-0.3%	-3%	5%	-13%[46.1 µM]	2%	-14%	0%	-20%
Cc1nn(-c2ccccc2)nc1C(=O)NN	1.1%	-2%	11%	-9%	5%	-14%	-8%	-15%
CN(c1ccccc1)C1CCCCC1NS(=O)(=O)c1ccc(Cl)cc1 (configuration not stated)	6.1%	-7%	-6%	-49%	-9%	?	?	-11%
N#Cc1cc(-c2ccccc2)nnc1Sc1ccc(F)cc1	0.1%	-4%	3%	-8%[46.1 µM]	2%	-5%	-1%	1%
CSc1cccc(CN2CCCC(CO)(Cc3cccc(Cl)c3)C2)c1 (configuration not stated)	7.2%	2%	10%	-19%	4%	-6%	?	-2%
COc1cc2c(C(=O)N3CCN(C)CC3)c(C)n(-c3ccccc3)c2cc1Br	4.7%	0%	7%	-6%[46.1 µM]	-6%	?	-8%	11%
CCNc1nc(=S)nc(NC(C)C)[nH]1	1.0%	8%	1%	19%	1%	14%	-1%	0%
CCN1CCN(Cc2ccc(NC(=O)c3cc(NC(=O)C4=NN(c5ccccc5)C(=O)C4)cc(OC)c3)cc2C(F)(F)F)CC1	8.1%	·	-15%	10%	8%	·	?	8%
Cc1onc(-c2ccccc2)c1C(=O)NCC1CCN(C(=O)c2c(-c3ccccc3)noc2C)CC1	-2.2%	4%	-3%	?	-8%	-4%	-4%	19%
Cn1c(CSc2nc3ccccc3s2)nnc1SCC(=O)NCc1ccccn1	0.6%	1%	-8%	11%[46.1 µM]	2%	-1%	1%	2%
CC1=C(C)C(=O)C(N2CCOCC2)=CC1=O	0.0%	0%	-9%	-2%	-5%	-9%	-16%	-1%
CC1=N/C(=C\c2ccc([N+](=O)[O-])cc2)C(=O)N1c1ccc(Cl)cc1	0.4%	-1%	9%	-14%[46.1 µM]	-12%	?	7%	3%
COC(=O)c1ccc(NC(=O)CS(=O)(=O)Cc2ccccc2)cc1	-1.6%	-6%	-8%	0%[46.1 µM]	-15%	-1%	3%	4%
O=[N+]([O-])C(/C=C(\Cl)[N+](=O)[O-])=C(N1CCCCC1)N1CCCCC1	-0.1%	0%	-2%	-15%	1%	14µM*	-7%	4%
CC(C)=CC(=O)OCC(=O)Nc1ccc(F)cc1Cl	0.0%	-2%	2%	?	5%	2%	7%	1%

Assay outcomes (PubChem BioAssay)
